# Source: PubChem BioAssay
# Tau fibril FP: inhibitors of human tau fibril formation | K18 P301L tau heparin fibrillization, Alexa594 FP, 6 h | Potency, µM (highest dose often 57.7 µM), for inactives: at the top dose activity, negative = inhibition, actives largely listed as inhibitors | 0.39% of 280,000 active; also: % is scaled to controls: 0 for no effect and ±100 for the full control effect; nearly all actives have a fitted effect of over 55% in size
# Target sequence (P10636 561-689 P618L limits assumed): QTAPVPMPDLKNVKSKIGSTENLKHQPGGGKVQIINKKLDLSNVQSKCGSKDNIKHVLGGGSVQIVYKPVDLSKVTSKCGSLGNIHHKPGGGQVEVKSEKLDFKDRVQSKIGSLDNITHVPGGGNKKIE
#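 Compound effects on tau fibrillization are measured by Alexa 594 fluorescence polarization (ex 555, em 632 nm). K18 P301L tau is used at 15 uM with 0.24 uM labeled tracer, and 20 uM heparin induces aggregation over 6 hr at 37 C.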
# TRb-SRC2 inh: inhibitors of human thyroid hormone receptor beta-SRC2 interaction. 0.065% of 280,000 active. TRbeta-SRC2 peptide binding, fluorescence polarization; receptor liganded with 1 µM T3. P10828. Potency, µM (doses to about 106 µM), for inactives: top-dose activity change, negative = inhibition, hits mostly inhibitors. AID 1469;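 also: plate controls were bound peptide for no effect and peptide without receptor for full effect; nearly all actives have a fitted effect of over 50% in size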
#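 Assay buffer: 20 mM Tris-HCl, 100 mM NaCl, 10% glycerol, 1 mM EDTA, 0.01% NP-40, 1 mM DTT, 1 uM T3, 5% DMSO; TRb LBD 0.6 uM, Texas Red SRC2 20 nM; FP after 5 hr.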
# RECQ1 inh: blocks DNA unwinding by human RECQ1; P46063; RECQ1 DNA unwinding, red fluorescence kinetic read; Potency, µM (doses to about 57.3 µM), for inactives: at the highest dose activity, negative = inhibition, most hits filed as inhibitors; 0.54% of 240,000 active; AID 2549;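 also: plate controls were vehicle for no effect and no enzyme for full effect; nearly all actives have a fitted effect of over 30% in size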
# Target sequence (P46063 whole entry, looked up): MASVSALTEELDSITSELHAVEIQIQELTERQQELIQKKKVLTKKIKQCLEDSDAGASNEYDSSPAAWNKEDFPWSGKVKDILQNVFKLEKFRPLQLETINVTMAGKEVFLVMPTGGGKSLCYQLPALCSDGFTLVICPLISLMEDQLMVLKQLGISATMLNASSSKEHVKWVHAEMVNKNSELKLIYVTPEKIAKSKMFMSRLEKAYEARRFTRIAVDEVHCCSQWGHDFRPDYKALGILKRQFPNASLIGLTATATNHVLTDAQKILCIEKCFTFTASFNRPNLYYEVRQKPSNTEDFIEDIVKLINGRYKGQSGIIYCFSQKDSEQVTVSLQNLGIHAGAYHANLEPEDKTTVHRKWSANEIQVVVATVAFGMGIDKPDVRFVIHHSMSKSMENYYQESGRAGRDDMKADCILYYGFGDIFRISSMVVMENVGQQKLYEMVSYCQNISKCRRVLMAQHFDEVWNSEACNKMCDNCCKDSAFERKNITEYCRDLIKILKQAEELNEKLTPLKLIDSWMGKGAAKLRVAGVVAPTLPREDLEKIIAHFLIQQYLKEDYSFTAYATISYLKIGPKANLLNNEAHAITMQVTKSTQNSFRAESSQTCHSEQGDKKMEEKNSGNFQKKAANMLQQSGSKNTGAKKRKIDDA
#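 50 nM RECQ1T1 preincubated 15 min with compound in Tris pH 8.0 buffer with MgCl2, DTT, Tween-20 and 2.5 ug/ml poly(dI-dC); started with 200 nM TAMRA/BHQ-2 forked duplex and 2 mM ATP. Unwinding read as fluorescence (525/598 nm), two reads 2 h apart.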
# L3MBTL1 block: blocks human L3MBTL1. Q9Y468. AlphaScreen L3MBTL1–H3K9me1 peptide binding. Potency, µM (highest dose often 57.1 µM), inactives show at the highest dose activity, negative = inhibition, actives largely listed as inhibitors. 0.66% of 230,000 active. AID 485360; also: % is scaled to controls: 0 for no effect and ±100 for the full control effect; nearly all actives have a fitted effect of over 60% in size
#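 AlphaScreen proximity signal between nickel-chelate acceptor and streptavidin donor beads (final 10 ug/mL) reports binding of 50 nM L3MBTL1 to 75 nM biotin-H3 K9me1 peptide; complex incubated with compounds 30 min at room temperature; cefsulodin titration as control.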
# Tau fibril ThT: blocks human tau fibril formation measured by thioflavin T; P10636; recombinant tau K18 P301L, heparin-induced fibrillization, ThT fluorescence; Potency, µM (doses to about 57.4 µM), without a hit: at the highest dose activity, negative = inhibition, hits mostly inhibitors; 2.1% of 270,000 active; AID 1460; also: % is scaled to controls: 0 for no effect and ±100 for the full control effect; nearly all actives have a fitted effect of over 55% in size
#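 K18 P301L tau (15 uM + 0.24 uM Alexa 594-tagged), heparin 20 uM, NaOAc pH 7, 6 h 37 C; ThT 30 uM, 1 h RT, ex 450/em 510 nm.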
# Tau fluor counter: counter-screen for tau fibril formation inhibitors; 0.93% of 280,000 active; tau K18 P301L Alexa594 fluorescence, heparin fibrillization; AID 1463; Potency, µM (highest dose often 57.7 µM), inactives show at the top dose activity change, negative = decrease; also: % is scaled to controls: 0 for no effect and ±100 for the full control effect; nearly all actives have a fitted effect of over 55% in size
#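 Human tau K18 P301L (15 uM unlabeled, 0.24 uM Alexa 594-labeled) in 100 mM sodium acetate pH 7 with 20 uM heparin, 6 hr at 37 C. ThT 30 uM added, 1 hr ambient; Alexa 594 FP and total fluorescence read at 555/632 nm.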
# TR SRC2 fluor cs: counter-screen for TRb-SRC2 inhibitors: fluorescence interference; Potency, µM (top dose mostly 106 µM), inactives show at the highest dose fluorescence change, negative = quenching; TRb/SRC2 Texas Red total fluorescence interference; 0.29% of 280,000 active; active = well fitted curve in either direction with a large enough effect; inconclusive = small, poorly fitted or top-dose-only effect; also: % is scaled to controls: 0 for no effect and ±100 for the full control effect
#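 Human TRβ ligand-binding domain (0.6 uM) and Texas Red SRC2 peptide (20 nM) in Tris buffer with 1 uM T3 and 5% DMSO were incubated with pinned compound for 5 hr at ambient temperature. Total fluorescence was computed as S + 2P (555/632 nm).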
# HTT ATP protect: protects HTT-Q103 PC12 cells, measured by ATP | PC12 HTT-Q103 induced, cytoprotection, ATP luminescence, 40 h | Potency, µM (titrated, usually from 56.4 µM), without a hit: cytoprotection (ATP increase), most hits filed as activators | 0.14% of 230,000 active | AID 1471;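 also: % of control where 0% means no effect; nearly all actives have a fitted effect of over 45% in size; toxic huntingtin expression switched on by the ecdysone agonist tebufenozide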
#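 Compounds added alongside 100 nM tebufenozide, which induces toxic Q103 huntingtin exon 1-GFP in stable PC12 cells; surviving cells quantified by luminescent ATP measurement. Medium: phenol red-free DMEM, 5% equine and 5% calf serum.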
# * hit, by the source's call; i = inactive; ? = inconclusive; . = not tested or not shown; & = joins results of further samples; [ ] = another dose, or the depositor's remark. Unless noted, calls follow the shape of the dose curve; as a rule, active = well fitted curve in the direction sought with a large enough effect; inconclusive = small, poorly fitted or top-dose-only effect, or another doubt; inactive = no such curve, though single readings can be large; an effect the other way counts as inactive or inconclusive. Potency is read from the fitted curve at half-maximal effect. Not all compounds are listed; the hit share may differ from the screen's.
# Abbreviations: A = Tau fibril FP; B = TRb-SRC2 inh; C = RECQ1 inh; D = L3MBTL1 block; E = Tau fibril ThT; F = Tau fluor counter; G = TR SRC2 fluor cs; H = HTT ATP protect
CCOc1ncccc1C(=O)NCC1COc2ccccc2O1 (stereo unspecified)
  A = -3%; B = -19%; C = -13%; D = 35%[activator]; E = -3%; F = -2%; G = 1%; H = -9%

Cn1c(/C(C#N)=C(\O)c2ccc([N+](=O)[O-])cc2)nc2ccccc21
  A = 2%; B = 1%; C = -2%; D = 4%; E = -6%; F = 0%; G = -4%; H = 2%

CCOc1ccc(NC(=O)CN(C)S(=O)(=O)c2ccc3c(c2)CCC(=O)N3)cc1
  A = -9%; B = -3%; C = i; D = .; E = .; F = -18%; G = -1%; H = -10%[10 µM]

O=C(CCl)N=c1sccn1Cc1cccc2ccccc12
  A = 7%; B = -1%; C = i; D = 12%; E = ?; F = -5%; G = -1%; H = -215%

COc1ccc(CNc2ncncc2-c2ccccc2Cl)c(OC)c1
  A = 5%; B = -2%; C = i; D = .; E = -13%; F = -4%; G = -22%; H = -1%

Cn1c(SCc2cccc3ccccc23)nnc1-c1ccco1
  A = 0%; B = -5%; C = -3%; D = -10%; E = ?; F = -7%; G = -7%; H = 15%[1.9 µM]

COC(=O)C1=C(C)N(c2cccc(Cl)c2)C(=O)C1
  A = -7%; B = 9%; C = -15%; D = -2%; E = -8%; F = -6%; G = -2%; H = 14%[1.9 µM]

Cc1cc(Nc2cccc(Cl)c2)nc(N2CCOCC2)n1
  A = -8%; B = 7%; C = -15%; D = 1%; E = -2%; F = -25%; G = -1%; H = 33%[0.074 µM]

Cc1noc(C)c1COC(=O)c1cc2c(C)nn(-c3ccc(F)cc3)c2s1
  A = 2%; B = 5%; C = -7%; D = 14%; E = -4%; F = 2%; G = 0%; H = 4%

CCOC(=O)C1=C(c2ccccc2)NC(SCC(=O)Nc2ccccc2C)=C(C#N)C1c1ccco1 (stereo unspecified)
  A = ?; B = -4%; C = -9%; D = -3%; E = 6%; F = -25%; G = -6%; H = -36%[1.9 µM]

COc1ccc2[nH]cc(S(=O)(=O)c3ccc(C)c(C)c3)c(=O)c2c1
  A = -10%; B = -5%; C = .; D = .; E = 2%; F = -10%; G = 0%; H = .

Cc1ccc(-n2ncc3c(=O)n(CC(=O)NC4CCCCC4)cnc32)cc1
  A = 5%; B = 0%; C = i; D = -6%; E = -5%; F = -1%; G = 0%; H = -42%[inhibitor]

c1ccc(COn2nnc3ccccc32)c(COn2nnc3ccccc32)c1
  A = 1%; B = -1%; C = -18%; D = 5%; E = -9%; F = -25%; G = -5%; H = -17%[0.074 µM]

Cc1cc(C(C)(C)C)ccc1OCCOCCN1CCCC1
  A = 6%; B = -5%; C = 0%; D = -3%; E = 3%; F = 2%; G = -5%; H = 16%[10 µM]

CCc1ccccc1N1CN(Cc2cccnc2)CNC1=S
  A = 6%; B = 3%; C = 15%; D = 0%; E = 2%; F = 6%; G = -5%; H = -6%[10 µM]

CN(C)/C=C/C(=O)c1ccc(Oc2ccccc2)cc1
  A = -12%; B = 5%; C = -16%; D = -4%; E = -12%; F = -6%; G = 2%; H = -9%[10 µM]

OC1C(O)C(O)C(O)C(O)C1O (stereo unspecified)
  A = 4%; B = 1%; C = -4%; D = 2%&5%&5%; E = 2%; F = -1%; G = -2%; H = -16%

COc1ccc(C(=O)NCc2ccccc2)cc1Br
  A = -2%; B = -1%; C = -3%; D = ?; E = -2%; F = -9%; G = 3%; H = -5%[10 µM]

Cn1nc(-c2ccccc2)c(-c2nc(-c3ccc(Cl)cc3)no2)c1Cl
  A = -6%; B = -23%; C = i; D = .; E = ?; F = -28%; G = 1%; H = -2%

C[C@H]1C=C(C(=O)NC2CC2)O[C@@H](OCc2ccc(CO)cc2)C1
  A = 7%; B = 2%; C = i; D = .; E = 10%; F = 24%; G = 0%; H = -2%[10 µM]

C=CCn1c(=NC(=O)c2ccc(S(=O)(=O)N3CCCC3)cc2)sc2cc(NC(C)=O)ccc21
  A = ?; B = 3%; C = -3%; D = 19%; E = -11%; F = -4%; G = -3%; H = -11%[10 µM]

CCOc1ccc(-n2cc(C(=O)NC(C)C)c3cc(OC)c(OC)cc3c2=O)cc1
  A = 2%; B = -2%; C = 2%; D = -1%; E = -6%; F = -2%; G = 0%; H = -16%

CSc1nc(N(C)NC(=O)c2ccccc2)c2ccccc2n1
  A = 1%; B = 7%; C = -3%; D = 11%; E = -8%; F = -6%; G = -1%; H = -41%[10 µM]

COc1ccccc1C(=O)O/N=C(\N)c1ccccc1Cl
  A = 4%; B = -5%; C = -13%; D = 42%[activator]; E = 2%; F = 2%; G = -4%; H = 11%[10 µM]

O=C(NCCc1c[nH]c2ccccc12)[C@H]1C[C@@H]1[C@H](NP(=O)(c1ccccc1)c1ccccc1)c1ccccc1
  A = 15%; B = 4%; C = i; D = .; E = -18%; F = ?; G = -3%; H = -156%[inhibitor]

Cc1ccc(C(=O)NCCCn2ccnc2)cn1
  A = 1%; B = -9%; C = -3%; D = .; E = -9%; F = -4%; G = 0%; H = 6%

Cc1ccc(NC(=O)C(Cc2ccccc2)NC(=O)c2ccco2)cc1 (stereo unspecified)
  A = 2%; B = -2%; C = -6%; D = .; E = -9%; F = -10%; G = -2%; H = -3%

O=C(COC(=O)C1(c2ccc(F)cc2)CCCC1)N1CCc2ccccc21
  A = 7%; B = 4%; C = -14%; D = 31%[activator]; E = -5%; F = -5%; G = -5%; H = .

Cc1ccc(NC(=O)Cn2c(-c3ccc4c(c3)OCO4)cn(-c3ccccc3)c2=O)cc1C
  A = -9%; B = 1%; C = .; D = .; E = ?; F = ?; G = 0%; H = .

COC(=O)C1=C2SCC(=O)N2C(N)=C(C#N)C1
  A = ?; B = -4%; C = -5%; D = -6%; E = ?; F = -14%; G = -1%; H = 2%[10 µM]

# Some of the entries above in another layout.
> O=C(COC(=O)C1(c2ccc(F)cc2)CCCC1)N1CCc2ccccc21
  Tau fibril FP: 7%
  TRb-SRC2 inh: 4%
  RECQ1 inh: -14%
  L3MBTL1 block: 31%[activator]
  Tau fibril ThT: -5%
  Tau fluor counter: -5%
  TR SRC2 fluor cs: -5%
  HTT ATP protect: .
> Cc1ccc(NC(=O)Cn2c(-c3ccc4c(c3)OCO4)cn(-c3ccccc3)c2=O)cc1C
  Tau fibril FP: -9%
  TRb-SRC2 inh: 1%
  RECQ1 inh: .
  L3MBTL1 block: .
  Tau fibril ThT: ?
  Tau fluor counter: ?
  TR SRC2 fluor cs: 0%
  HTT ATP protect: .

# Continued.
# Abbreviations: A = Tau fibril FP; B = TRb-SRC2 inh; C = RECQ1 inh; D = L3MBTL1 block; E = Tau fibril ThT; F = Tau fluor counter; G = TR SRC2 fluor cs; H = HTT ATP protect
Cc1ccc(-c2ccc(C(=O)O)c(C)n2)cc1
  A = 3%; B = 3%; C = -15%; D = 8%; E = 6%; F = 11%; G = 2%; H = 8%[10 µM]

COc1cc(OC)c(C(=O)N2CCCC2)cc1OC
  A = 12%; B = -2%; C = 8%; D = 0%; E = -6%; F = 13%[2.34 µM]; G = 0%; H = 3%[10 µM]

COc1cccc(/C=N/Nc2nnc(C)n2N)c1OCc1ccccc1Cl
  A = 4%; B = -5%; C = -7%; D = 10%; E = -1%; F = -5%; G = -6%; H = -73%[inhibitor][10 µM]

CCN(c1ccc(NC(=O)COC(=O)CCC(=O)c2ccc(F)cc2)cc1)C(C)C
  A = 10%; B = -6%; C = -4%; D = .; E = ?; F = ?; G = 1%; H = -7%

CS(=O)(=O)N1CCc2cc(-c3csc(NCC4CCCO4)n3)ccc21 (stereo unspecified)
  A = ?; B = 1%; C = -8%; D = -9%; E = ?; F = -22%; G = 2%; H = -22%[10 µM]

COc1ccc2oc(=O)c(C(=O)N3CCCC3)cc2c1
  A = -3%; B = -2%; C = i; D = 12%; E = 2%; F = 1%; G = -2%; H = .

Cc1cc[n+](Cc2ccc([N+](=O)[O-])cc2)cc1
  A = 3%; B = 8%; C = 12%; D = 16%; E = 1%; F = 11%; G = 0%; H = -10%

Cc1ccnc(NS(=O)(=O)c2ccc(NC(=O)c3ccc(S(=O)(=O)N(C)C)cc3)cc2)n1
  A = -3%; B = 4%; C = i; D = .; E = -1%; F = -1%; G = -1%; H = -46%[inhibitor]

COc1ccccc1N1CCN(c2ncnc3c2c(-c2ccccc2)cn3-c2cccc(C)c2)CC1
  A = 6%; B = 1%; C = .; D = .; E = -11%; F = -7%; G = 0%; H = .

CCn1nc(-c2ccccc2)c(-c2ccccc2)c(C(=O)Nc2ccccc2C(N)=O)c1=O
  A = 1%; B = 3%; C = .; D = .; E = 8%; F = -3%; G = -1%; H = .

CCNC(=O)[C@H]1O[C@@H](n2cnc3c(N)nc(NCCc4ccc(CCC(=O)O)cc4)nc32)[C@H](O)[C@@H]1O
  A = -7%; B = 3%; C = i; D = .; E = 2%; F = 2%; G = -3%; H = -20%[10 µM]

CCOC(=O)c1sc(NC(=O)c2ccncc2)nc1C
  A = -4%; B = -15%; C = -3%; D = -12%; E = -5%; F = 0%; G = -5%; H = ?

CCCCc1c(O)nc2sc3cc(OC)ccc3n2c1=O
  A = 2%; B = 6%; C = 12%; D = .; E = -13%; F = -7%; G = 2%; H = -71%[inhibitor]

CCOC(=O)CN(C)S(=O)(=O)c1ccc(-c2cc(C(=O)OC)sc2C(F)(F)F)cc1
  A = -2%; B = -1%; C = -5%; D = 14%; E = -7%; F = -16%; G = -2%; H = -8%[10 µM]

O=C(Nc1ccc(S(=O)(=O)N2CCCC2)cc1)c1cnccn1
  A = -1%; B = 0%; C = -7%; D = 3%; E = -12%; F = -8%; G = 1%; H = 30%[10 µM]
